Bioassay records (PubChem)
NR1D1 modulator: modulators of Rev-erb alpha DNA binding, primary screen, biochemical, FITC-DNA, fluorescence polarization, uHTS; Nuclear receptor subfamily 1 group D member 1 (Homo sapiens), P20393; Rev-erbα–FITC-DNA binding, 90 min; activity, % at 10 µM; 0.79% of 370,000 active; AID 1259318, 2017;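 active = activity above about 14%, limit read from the data; passing the limit was not always enough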;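 note: 0% = DMSO wells with 35 nM protein and 100% = DMSO wells with 750 nM protein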
mABHD4 FP: ABHD4 inhibitors, primary screen, biochemical, fluorescence polarization, mouse | inhibition, % at 8.92 µM | AID 720543, 2013 | (Lyso)-N-acylphosphatidylethanolamine lipase (Mus musculus), Q8VD66 | 0.54% of 370,000 active | purified mABHD4, FP-Rh probe fluorescence polarization;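 active = inhibition exceeding the mean over every tested compound plus 3 SD, cut at about 30% in these data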;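 note: 0% = plate median of compound wells and 100% = S159A mutant with DMSO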
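System: mouse ABHD4 enzyme, wild type / Medium: HEPES pH 7.0, NaCl, Pluronic buffer / Reagent: FP-Rh activity-based fluorescent probe / Control set: S159A mutant high control, sample median low control / Detection: fluorescence polarization with parallel and perpendicular emission, 525/598 nm / Schedule: 45 min + 60 min at 25 °C / Compound dosing: 8.92 µM, single dose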
rCAG RNA binder: binders of r(CAG) RNA repeats, primary screen, biochemical, fluorescence; AID 651821, 2012; inhibition, % at 3 µM; 1.3% of 370,000 active; r(CAG) RNA repeat, TO-PRO-1 dye displacement fluorescence;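 active = inhibition above the plate cutoff, the mean of all test compounds on that plate plus 3 SD, cut at about 35% in these data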;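 note: 0% = DMSO alone and 100% = 100 µM mitoxantrone as full dye displacement; higher means more dye released from RNA so lower well fluorescence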
SMARCA2 act: SMARCA2 (BRM) function activators, primary screen, cell-based, luminescence, high throughput; 1% of 370,000 active; MG213 cells, MMTV-luciferase reporter, dexamethasone, overnight; AID 652017, 2013; activation, % at 9.1 µM; in the data active = activation above about 7.8%;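 note: 0% = vehicle wells and 100% = reference activator wells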
HTRA1 inh: HTRA1 serine protease inhibitors, primary screen, biochemical, fluorescence polarization, HTS | Q92743 | 0.5% of 340,000 active | AID 504803, 2011 | inhibition, % at 5.96 µM | recombinant HTRA1, FP-rhodamine activity-based probe; in the data active = inhibition above about 36%;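 note: 0% = enzyme with DMSO and 100% = wells lacking enzyme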
GC-B act: human GC-B receptor activators, primary screen, HEK293 GC-B cells, cGMP TR-FRET, EC30 CNP | Atrial natriuretic peptide receptor 2 (Homo sapiens), P20594 | 0.11% of 370,000 active | 0% at EC30 CNP, 100% saturating CNP | AID 1920062, 2024 | activation, % at 10 µM;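 active = activation at 10 µM reaching about 35% in either raw or pattern-adjusted values, limit read from the data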
Target sequence (P20594 whole entry, looked up): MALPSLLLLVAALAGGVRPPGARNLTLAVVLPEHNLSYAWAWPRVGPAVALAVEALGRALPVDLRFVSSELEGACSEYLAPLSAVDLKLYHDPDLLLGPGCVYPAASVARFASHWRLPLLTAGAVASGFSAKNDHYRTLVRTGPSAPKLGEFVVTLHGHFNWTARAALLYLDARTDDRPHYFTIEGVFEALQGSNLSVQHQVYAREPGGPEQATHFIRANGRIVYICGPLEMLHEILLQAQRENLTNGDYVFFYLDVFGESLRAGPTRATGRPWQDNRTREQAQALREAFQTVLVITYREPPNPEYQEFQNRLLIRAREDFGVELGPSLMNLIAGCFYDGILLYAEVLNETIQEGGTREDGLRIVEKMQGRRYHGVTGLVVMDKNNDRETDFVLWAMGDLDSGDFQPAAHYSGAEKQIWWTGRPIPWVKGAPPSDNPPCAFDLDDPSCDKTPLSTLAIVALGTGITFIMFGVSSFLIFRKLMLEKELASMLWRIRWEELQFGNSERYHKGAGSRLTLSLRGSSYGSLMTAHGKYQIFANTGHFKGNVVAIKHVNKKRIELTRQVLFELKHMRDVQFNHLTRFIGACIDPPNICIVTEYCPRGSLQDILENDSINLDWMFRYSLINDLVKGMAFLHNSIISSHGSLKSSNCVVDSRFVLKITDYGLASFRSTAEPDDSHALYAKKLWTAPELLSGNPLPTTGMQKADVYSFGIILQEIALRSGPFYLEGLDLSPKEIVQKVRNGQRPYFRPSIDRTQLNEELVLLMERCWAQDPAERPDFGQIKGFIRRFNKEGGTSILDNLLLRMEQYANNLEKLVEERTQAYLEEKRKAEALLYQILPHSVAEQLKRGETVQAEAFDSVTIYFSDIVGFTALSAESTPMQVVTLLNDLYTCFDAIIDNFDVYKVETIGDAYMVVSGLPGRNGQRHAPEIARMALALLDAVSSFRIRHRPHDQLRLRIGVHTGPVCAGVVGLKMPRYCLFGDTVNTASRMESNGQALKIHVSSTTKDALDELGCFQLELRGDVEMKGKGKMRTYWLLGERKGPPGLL
PG9 Ab binder: binders of HIV-1 gp120 antibody PG9, primary screen, biochemical, TR-FRET. TR-FRET gp120-PG9 antibody binding. AID 624416, 2012. 0.43% of 360,000 active. HIV-1 gp120 / PG9 antibody interaction. inhibition, % at 6.7 µM; in the data active = inhibition above about 8.5%
ASAP1 inh: inhibitors of human ASAP1 ArfGAP activity, primary screen, biochemical, fluorescence polarization | Arf-GAP with SH3 domain, ANK repeat and PH domain-containing protein 1 (Homo sapiens), … | ASAP1-stimulated ARF1 GTP hydrolysis, GDP FP detection | inhibition, % at 16.5 µM | 0.19% of 360,000 active | AID 624377, 2012; in the data active = inhibition above about 25%;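 note: 0% = vehicle with enzyme and substrate and 100% = no enzyme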
ARFGAP1 inhibitor: inhibitors of rat ARFGAP1 GAP activity, primary screen, biochemical, fluorescence polarization, GDP tracer; 0.26% of 360,000 active; AID 651572, 2012; Arfgap1-stimulated ARF1 GTP hydrolysis, GDP FP detection; inhibition, % at 16.5 µM;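 active = inhibition above a per-plate limit, mean inhibition of low control wells plus 3 SD, cut at about 25% in these data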;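 note: 0% = DMSO wells with enzyme and 100% = wells lacking Arfgap1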
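Material: truncated rat Arfgap1 GAP domain; Incubation: compound-enzyme preincubation 20 min, reaction 120 min, detection 60 min, 25 °C; Read-out: percent inhibition of Arfgap1-stimulated GTP hydrolysis; Technique: FP, GDP Alexa 633 tracer displaced from anti-GDP antibody, 620/688 nm; Controls: No-Arfgap1 wells (100%) versus DMSO full-reaction wells (0%); Replication: single well per compound.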
GC-A act: GC-A stimulated cGMP production enhancers – HEK293 GC-A cells, cGMP TR-FRET, EC30 ANP, primary screen | Atrial natriuretic peptide receptor 1 (Homo sapiens), P16066 | 0% at EC30 ANP, 100% saturating ANP | activation, % at 10 µM | AID 1671463, 2021 | 0.14% of 370,000 active; in the data active = activation above about 40%
* = called active by the depositor; / = no result given.

SMILES	NR1D1 modulator	mABHD4 FP	rCAG RNA binder	SMARCA2 act	HTRA1 inh	GC-B act	PG9 Ab binder	ASAP1 inh	ARFGAP1 inhibitor	GC-A act
CC(=O)Nc1ccc(-c2ccnc3c2CC(C)(C(=O)NCC2CC2)O3)cc1 (stereo unspecified)	0	-20	0	-3	/	-2	0.5	-12	10	-4
Cn1cnc2c(N/N=C/c3cccs3)ncnc21	-2	6	0	7	/	-4	-6.5	-12	0	-6
CC(C)CCNC(=O)C1CCN(S(=O)(=O)c2ccc3c(c2)CCC(=O)N3)CC1	1	2	0	-1	-3	0	-1.5	3	5	3
Cc1cc(-c2nc(C)c(C(=O)NNC(=O)NC(C)C)s2)no1	-3	-1	-3	-1	5	3	1.6	9	-3	5
COc1ccc(-c2c(NC(=O)c3ccco3)oc3ccc(Cl)cc3c2=O)cc1	-1	-6	10	1	1	2	-0.3	4	-10	-5
CN(C(=O)c1ccc(N2CCOCC2)c([N+](=O)[O-])c1)C1CCCCC1	-1	2	-8	1	8	1	-2.5	-5	1	-2
CCCOc1ccc(/C(O)=C2/C(=O)C(=O)N(CCCn3ccnc3)C2c2cccnc2)cc1 (stereo unspecified)	1	-7	0	1	/	-2	-0.5	-2	9	7
C[C@H]1CN([C@@H](C)CO)C(=O)Cc2cc(NS(=O)(=O)c3cn(C)cn3)ccc2O[C@@H]1CN(C)C(=O)Nc1ccc(F)cc1	1	-5	4	-1	-6	0	-0.6	5	4	3
C=CCC[C@@H](Cc1ccc(F)cc1)C(=O)OCCNC(=O)[C@@H](CC=C)CC(=O)N(CCO)Cc1ccccc1	-5	-5	-2	-1	-8	0	-0.6	12	8	-5
CCN(CC)CCCNC(=O)c1cc(-c2ccc(Cl)c(Cl)c2)on1	1	/	/	/	-9	1	/	/	/	8
CC1(C)C=C2C(N(Cc3ccc4c(c3)OCO4)C(=N)N2C(=O)OCc2ccccc2)n2c(=O)n(-c3ccccc3)c(=O)n21 (stereo unspecified)	-6	-5	/	/	/	-2	/	/	/	1
CC(NCc1cc(Br)ccc1OCC(=O)NCc1ccccc1)c1ccccc1 (stereo unspecified)	2	0	-11	5	-15	-22	-3.0	0	12	-34
COc1cc(COCC(O)CN2CCN(Cc3ccccc3)CC2)cc(OC)c1OC (stereo unspecified)	-6	5	-4	0	2	1	1.4	-14	3	4
CCN(CC)CCCN1C(=O)CSC1c1ccc([N+](=O)[O-])cc1 (stereo unspecified)	1	-4	2	-1	0	-2	-1.5	7	-4	-1
NC(=O)C1=C[C@@H](C2CCCCC2)C[C@@H](OCCCCO)O1	2	4	-4	2	4	5	-0.4	8	13	0
COCCCn1c(SCc2nnc(-c3ccc(OC)c(OC)c3)o2)nc2ccccc2c1=O	-2	17	-3	-2	-2	15	0.3	-2	4	14
CN1CCN(C(=O)c2ccc(Oc3ccc([N+](=O)[O-])cc3)cc2)CC1	-2	2	-6	0	4	-4	-2.6	-4	-1	-1
O=C(NCc1ccc(Cl)cc1)C1CCCN(c2cnccn2)C1 (stereo unspecified)	6	1	-3	1	0	2	0.5	-12	-2	1
CC(=O)Nc1sc2c(c1C(c1ccc(Cl)cc1)N1CCOCC1)CCCC2 (stereo unspecified)	-2	-8	1	-2	-2	-14	-2.2	-1	3	-30
O=C(O)CCCNC(=O)c1cncc(O)c1	-2	1	-1	-2	7	14	1.5	-1	12	2
O=S(=O)(Cc1ccccc1)NCc1cccnc1	2	5	-2	-4	1	2	0.3	8	5	0
Cc1ccc(-c2cc(C(=O)NCCCN3CCCC3)c3ccccc3n2)cc1C	0	10	7	3	-10	-8	-0.3	13	11	-36
COc1cccc(NC(=O)CN2C(=O)CSc3ccc(S(=O)(=O)N4CCCCC4)cc32)c1	9	-6	8	-2	-6	4	0.7	3	-3	-1
O=C1CCN(S(=O)(=O)c2cc(C(F)(F)F)ccc2Cl)CC1	1	-1	0	-3	2	5	-0.4	1	-6	3
O=C(NN=Cc1ccccc1C(=O)O)C(=O)NN=Cc1ccccc1C(=O)O	-1	2	2	0	6	5	0.1	-7	10	4

In the list so far, two contain a COOH group.
SMILES	NR1D1 modulator	mABHD4 FP	rCAG RNA binder	SMARCA2 act	HTRA1 inh	GC-B act	PG9 Ab binder	ASAP1 inh	ARFGAP1 inhibitor	GC-A act
O=C(O)CCCNC(=O)c1cncc(O)c1	-2	1	-1	-2	7	14	1.5	-1	12	2
O=C(NN=Cc1ccccc1C(=O)O)C(=O)NN=Cc1ccccc1C(=O)O	-1	2	2	0	6	5	0.1	-7	10	4

Single records, from the list above. Screens in order: NR1D1 modulator | mABHD4 FP | rCAG RNA binder | SMARCA2 act | HTRA1 inh | GC-B act | PG9 Ab binder | ASAP1 inh | ARFGAP1 inhibitor | GC-A act
COc1cccc(NC(=O)CN2C(=O)CSc3ccc(S(=O)(=O)N4CCCCC4)cc32)c1 in the list: 9 | -6 | 8 | -2 | -6 | 4 | 0.7 | 3 | -3 | -1
CC(=O)Nc1ccc(-c2ccnc3c2CC(C)(C(=O)NCC2CC2)O3)cc1 (stereo unspecified) in the list: 0 | -20 | 0 | -3 | / | -2 | 0.5 | -12 | 10 | -4

Remaining list, next part.
SMILES	NR1D1 modulator	mABHD4 FP	rCAG RNA binder	SMARCA2 act	HTRA1 inh	GC-B act	PG9 Ab binder	ASAP1 inh	ARFGAP1 inhibitor	GC-A act
O=C(NCCCN1CCOCC1)C(=O)NCc1ccccc1Cl	-8	0	-3	-1	-3	3	0.1	4	1	1
O=S(=O)(N[C@@H]1CCCC[C@@H]1N1CCOCC1)c1ccc(Cl)cc1	-4	3	/	/	/	-3	/	/	/	-1
CN(C)S(=O)(=O)c1ccc(C(=O)NCCc2ccco2)cc1	1	-1	1	0	2	-3	0.9	0	-4	2
NC(=O)Cc1ccc(Nc2nnc(-c3ccccc3)c3ccccc23)cc1	-5	-3	-3	4	0	-2	-0.8	1	-3	1
CCOC(=O)CC1=NN(c2ccccc2)C(=O)C1	-2	22	38*	0	2	-2	-1.6	5	6	1
COCCNC(=O)COc1cccc(Oc2ccccc2)c1	-2	-1	-3	0	5	4	-1.1	9	-1	1
Cc1ccn(CC(=O)N2CCCC(N3CCN(c4ccccc4F)CC3)C2)n1 (stereo unspecified)	-3	2	-3	-1	-1	-3	-0.1	-7	5	-5
CC(C)Nc1ncnc2c1nnn2Cc1ccccc1	0	0	0	6	11	1	1.9	-3	4	1
CN(CC(=O)Nc1ccc(Cl)c(C(F)(F)F)c1)C(=O)CC1Sc2ccccc2NC1=O (stereo unspecified)	6	-23	6	-1	-25	-6	-1.1	-5	6	-6
c1ccc(Cc2nnc3sc(-c4cccnc4)nn23)cc1	2	6	3	-1	-3	-3	1.1	2	-13	-5
Cc1nc2ccccc2n1CC(=O)NC(C)C1CC2CCC1C2 (stereo unspecified)	-11	3	0	-2	-4	-1	-0.8	0	2	-4
COc1ccc(-c2nn(-c3ccccc3)cc2C(=O)NC(=S)N2CCOCC2)cc1OC	-3	4	3	-1	6	1	0.1	7	2	-2
COc1cccc(-c2ccc(NC(=O)C3CCCN(Cc4cnc(C)n4C)C3)cc2)c1 (stereo unspecified)	6	1	-5	-2	-14	-2	0.3	11	10	1
CCn1c(=O)c2c(nc(SCC(=O)Nc3ccccc3)n2C)n(C)c1=O	-3	3	2	-5	6	0	1.6	6	2	2
O=C(O)C1CC=CCC1C(=O)Nc1cccc(Cl)c1 (stereo unspecified)	-2	-6	0	-1	-2	8	-1.2	-12	-2	-1
CCOC(=O)c1ccccc1NC(=O)c1c(N)n(C)c(=O)[nH]c1=O	3	-2	7	-1	/	6	-2.4	-15	1	7
Cc1ccc(N=C2SCCCN2C(=O)c2ccco2)cc1Cl	1	-1	0	-4	-1	-2	4.3	13	-19	-1

An excerpt from above in order of their number in GC-A act, high to low:
smiles | NR1D1 modulator | mABHD4 FP | SMARCA2 act | HTRA1 inh | GC-B act | PG9 Ab binder | ASAP1 inh | ARFGAP1 inhibitor | GC-A act
CCOC(=O)c1ccccc1NC(=O)c1c(N)n(C)c(=O)[nH]c1=O | 3 | -2 | -1 | / | 6 | -2.4 | -15 | 1 | 7
COc1cccc(-c2ccc(NC(=O)C3CCCN(Cc4cnc(C)n4C)C3)cc2)c1 (stereo unspecified) | 6 | 1 | -2 | -14 | -2 | 0.3 | 11 | 10 | 1
Cc1ccc(N=C2SCCCN2C(=O)c2ccco2)cc1Cl | 1 | -1 | -4 | -1 | -2 | 4.3 | 13 | -19 | -1
COc1ccc(-c2nn(-c3ccccc3)cc2C(=O)NC(=S)N2CCOCC2)cc1OC | -3 | 4 | -1 | 6 | 1 | 0.1 | 7 | 2 | -2
Cc1nc2ccccc2n1CC(=O)NC(C)C1CC2CCC1C2 (stereo unspecified) | -11 | 3 | -2 | -4 | -1 | -0.8 | 0 | 2 | -4
